# Bioassay records deposited in PubChem by The Scripps Research Institute Molecular Screening Center.
# SRC1 TRFRET art – TR-FRET artefact, counter-screen to PPARgamma/SRC-1 agonist assay; TR-FRET ratio at 8 µM; TR-FRET detection artefact counter-screen, emission ratio; hits give high values; actives 0.34% (n = 99,000); in the data active = TR-FRET ratio above about 2300; note: inactives centre near 1800; reference of the scale not given here
# SRC3 TRFRET art – flags TR-FRET format artefacts in PPARgamma SRC-3 recruitment agonist screen | TR-FRET artefact counter-screen, PPARgamma/SRC-3 format; hits give high values | TR-FRET ratio at 8 µM | actives 0.39% (n = 99,000) | AID 1048; in the data active = TR-FRET ratio above about 2000; note: inactives centre near 1600; reference of the scale not given here
# The depositor's hits bear a star.
# Values run as follows: SRC1 TRFRET art | SRC3 TRFRET art
- O=C(CN(c1ccccc1)S(=O)(=O)c1ccccc1[N+](=O)[O-])Nc1ccccc1C(=O)N1CCOCC1
    1772 | 1446
- Cc1ccc(S(=O)(=O)N2CCOCC2)cc1NC(=O)Cn1cc(C(F)(F)F)cc(Cl)c1=O
    1696 | 1636
- CC1CN(C(=O)COC(=O)c2ccc(Cl)c(S(=O)(=O)N3CCCCC3)c2)CC(C)O1 (centres undefined)
    1904 | 1645
- Cc1ccnc(NC(=O)c2sc3cc(Cl)ccc3c2Cl)c1
    1759 | 1720
- CCOC(=O)C(=NC1CCS(=O)(=O)C1)NNc1ccc(Br)cc1 (centres undefined)
    1808 | 1851
- O=C(CSc1nnc(NC2CCCCC2)s1)Nc1ccc2c(c1)C(=O)c1ccccc1C2=O
    1825 | 1532
- COc1ccccc1[C@@H]1C(c2cccc(C)c2)=NN(c2ccccc2)[C@H]1C(=O)N1CCOC1=O
    1872 | 1558
- O/N=C/c1ccccc1OCc1ccccc1F
    1885 | 1778
- O=C(O)CSc1nc2ccccc2n1-c1ccccc1
    1638 | 1717
- COc1ccc(C2CC(C)(c3ccc(OC)cc3OC)Nc3ccccc3N2)c(OC)c1 (centres undefined)
    1929 | 1513

# Record cards, as listed above:
# COc1ccc(C2CC(C)(c3ccc(OC)cc3OC)Nc3ccccc3N2)c(OC)c1 (centres undefined) is listed with SRC1 TRFRET art: 1929; SRC3 TRFRET art: 1513
# CCOC(=O)C(=NC1CCS(=O)(=O)C1)NNc1ccc(Br)cc1 (centres undefined) is listed with SRC1 TRFRET art: 1808; SRC3 TRFRET art: 1851

# Other entries
# Values run as follows: SRC1 TRFRET art | SRC3 TRFRET art
- NC(=O)CC[C@@H]1NC(=O)[C@H](Cc2ccc(O)cc2)NC(=O)c2cc([N+](=O)[O-])cc(F)c2OCC[C@@H](C(N)=O)NC1=O
    1740 | 1581
- COCCNC(=S)N(c1ccccc1)C(C)C
    1947 | 1657
- CCOC(=O)C1CCCN(C(=O)COc2ccc(N(C)S(=O)(=O)c3ccc(F)cc3)cc2)C1 (centres undefined)
    1800 | 1689
- COc1ccc(Cl)cc1S(=O)(=O)n1cnc2ccccc21
    1879 | 1515
- O=C1S/C(=C\c2ccc(N3CCOCC3)o2)C(=O)N1c1ccccc1
    1836 | 1531
- Cc1cc(C)cc(NC(=O)COC(=O)c2n[nH]c3ccccc23)c1
    1951 | 1408
- COc1ccc(OC)c(C2Nc3c(Cl)ccc(C(=O)O)c3C3C=CCC32)c1 (centres undefined)
    1970 | 1633
- CCCc1nc2ccccc2c(C(=O)OC(C)C(=O)NCc2ccc3c(c2)OCO3)c1CC (centres undefined)
    1985 | 1596
- Cc1cc(C(=O)N2CCOCC2)c(C)o1
    1968 | 1479
- COCCN(C(=O)C1CCCC1)c1c(N)n(Cc2ccccc2)c(=O)[nH]c1=O
    1474 | 1411
- COc1ccc(NC(=O)/C(C#N)=C/c2cc(C)n(-c3ccc(N4CCOCC4)c([N+](=O)[O-])c3)c2C)cc1
    1452 | 1570
- C/C(=N\NC(=O)CCCNc1ccccc1)c1ccncc1
    1666 | 1654
- O=C(COC(=O)c1ccc(NS(=O)(=O)c2ccc(F)c(F)c2)cc1)NCC1CCCO1 (centres undefined)
    1948 | 1530
- CC1CCCC(C)N1C(=O)COc1ccc(C(=O)Nc2ccccc2N2CCOCC2)cc1 (centres undefined)
    1890 | 1514
- Cc1nc(NC(C)(C)CO)c([N+](=O)[O-])cc1[N+](=O)[O-]
    1984 | 1573
- Cc1c(/C=N/NC(=O)c2cccnc2)cc(C#N)n1C
    1812 | 1681
- O=C(Nc1ccc(N=Nc2ccccc2)cc1)c1ccccc1Cl
    1768 | 1405
- O=C(c1ccc(F)cc1)c1cn(Cc2ccc(F)cc2)c2cc3c(cc2c1=O)OCCO3
    1906 | 1916
- C/C(CC(=O)NC(C)C)=N\NC(=O)C(c1ccccc1)c1ccccc1
    1697 | 1625
- COc1ccc(NC(=O)c2ccccc2C(=O)N2CCCCC2)cc1
    1702 | 1665
- C/C(CC(=O)NC1CCCCCC1)=N\NC(=O)c1cnccn1
    1699 | 1681
- O=C(c1nc2ccccn2c1CNCCCn1nnc2ccccc21)N1CCOCC1
    1877 | 1702
- COc1ccc(C(=O)COC(=O)CN2C(=O)C3C4C=CC(C5CC45)C3C2=O)cc1 (centres undefined)
    1819 | 1643
- COc1ccc(Cl)cc1N(CC(=O)NC(C)(C)C)S(=O)(=O)c1ccc(C)c([N+](=O)[O-])c1
    2002 | 1442
- COc1ccc(C(CC(=O)c2ccccc2)CC(=O)c2ccccc2)cc1OC
    1722 | 1594
- CCOc1cc(S(=O)(=O)N2CCCC2)c(C)cc1C
    1675 | 1613
- COc1ccc(C)cc1NC(=O)C(=O)N/N=C(\C)CC(=O)Nc1cccnc1
    1859 | 1635
- Cc1ccc(-n2c(C)cc(C(=O)CSc3nncs3)c2C)cc1
    2013 | 1814
- Cc1cc(Nc2ccc(Br)cc2F)n2nc(C)nc2n1
    1792 | 1716
- CC(C)=C1C2CCC1C1C(=O)N(NC(=O)c3ccco3)C(=O)C21 (centres undefined)
    1734 | 1664
- O=C(OCc1cc(=O)n2c(n1)sc1ccccc12)c1ccc(O)cc1
    2157 | 1561
- Cc1ccc(NC(=S)N(Cc2ccco2)C(C)c2cccs2)cc1 (centres undefined)
    1602 | 1602
- O=S(=O)(NCC(c1cccnc1)N1CCN(c2ccc(F)cc2)CC1)c1cccs1 (centres undefined)
    1843 | 1677
- CC(C)(C)NC(=O)CN(c1cccc([N+](=O)[O-])c1)S(=O)(=O)c1ccccc1
    1873 | 1556
- COc1cc(C2c3c(n[nH]c3C)C(=O)N2c2ccc(C)cc2)ccc1O (centres undefined)
    1925 | 1681
- O=c1[nH]nc(SCc2ccccc2)c(=O)[nH]1
    1751 | 1608
- O=C(Cn1nc(C(F)(F)F)cc1C1CC1)NCc1ccccc1F
    1781 | 1593
- COc1ccccc1C(CNC(=S)NCc1ccccc1)N1CCCC1 (centres undefined)
    1679 | 1592
- COC(=O)c1ccccc1NC(=O)CCc1ccccc1
    2005 | 1547
- C/C(=N\Nc1ccccn1)c1ccc(C#N)cc1
    1957 | 1624

# 4 of these compounds, set out differently:
> O=C(Cn1nc(C(F)(F)F)cc1C1CC1)NCc1ccccc1F
  SRC1 TRFRET art: 1781	SRC3 TRFRET art: 1593

> COc1ccccc1C(CNC(=S)NCc1ccccc1)N1CCCC1 (centres undefined)
  SRC1 TRFRET art: 1679	SRC3 TRFRET art: 1592

> COC(=O)c1ccccc1NC(=O)CCc1ccccc1
  SRC1 TRFRET art: 2005	SRC3 TRFRET art: 1547

> C/C(=N\Nc1ccccn1)c1ccc(C#N)cc1
  SRC1 TRFRET art: 1957	SRC3 TRFRET art: 1624

# Carrying on.
# Values run as follows: SRC1 TRFRET art | SRC3 TRFRET art
- CCN(CC)C(=O)c1cc(C(C)(C)C)c(O)c(C(C)(C)C)c1
    1411 | 1502
- O=C(c1cn(-c2ccccc2)nc1-c1ccc(Cl)cc1)N1CCOCC1
    1636 | 1560
- Cc1nc2cc(C(=O)OCC(=O)NC(C)C(C)C)ccc2n1-c1ccccc1 (centres undefined)
    1843 | 1455
- O=C(COC(=O)c1ccc(Cl)c(Cl)c1)Nc1cccnc1Cl
    1792 | 1461
- CCC(Oc1ccccc1)C(=O)Nc1ccsc1C(=O)OC (centres undefined)
    2003 | 1492
- COc1ccc(Oc2ncnc3sccc23)cc1
    1706 | 1530
- COc1ccc(CCNC(=S)NCc2ccc(Cl)c(Cl)c2)cc1OC
    2016 | 1479
- CC(C)(C=O)C1=CC(=O)c2ccccc2C1=O
    2036 | 1578
- OC(COCc1cccs1)CN1CCN(c2ccccc2Cl)CC1 (centres undefined)
    1875 | 1658
- COc1ccc(NC(=O)c2ccc(-n3nc(C)c[n+]3[O-])cc2)cc1
    1756 | 1356
- C=CC[C@H]1CC(Cc2ccccc2)=C[C@H](CC=C)N1
    1684 | 1619
- CC(=O)Nc1cccc(/C(C)=N\NC(=O)c2ccc(Cn3nc([N+](=O)[O-])c(Cl)c3C)o2)c1
    1743 | 1548
- O=S(=O)(c1ccccc1)N1CCN(C(=S)NCc2ccccc2)CC1
    2029 | 1592
- CCOc1ncccc1C(=O)OCC(=O)c1ccc(OC)c(OC)c1
    1864 | 1642
- Cc1nnc(SCC(=O)N(C)CC(=O)Nc2ccc(F)cc2)n1Cc1ccccc1
    1786 | 1524
- OCC1CCCCN1C(=S)Nc1cccc(Cl)c1 (centres undefined)
    1798 | 1510
- CSc1cccc(NC(=O)C2CCCN2S(=O)(=O)c2ccc3c(c2)CCC(=O)N3)c1 (centres undefined)
    1654 | 1451
- O=C(NCc1cccs1)C(=O)c1c[nH]c2ccccc12
    1524 | 1493
- CCOc1ccc(N=c2cc(-c3ccc(OC)cc3)oc3ccccc23)cc1
    1906 | 1790
- Cc1ccc(NC(NC(=O)c2ccccc2[N+](=O)[O-])C(Cl)(Cl)Cl)cc1 (centres undefined)
    1716 | 1626
- O=C(COc1cccc(F)c1)Nc1ccc2[nH]c(=O)[nH]c2c1
    1458 | 1454
- O=C(NCCC1=CCCCC1)Nc1ccc2nsnc2c1
    2164 | 1916
- CC(C)(C)c1cc(CSC(=S)NC2CCS(=O)(=O)C2)c(Br)c(C(C)(C)C)c1 (centres undefined)
    1658 | 1583
- Cc1nonc1OCCN1CCN(c2ccccc2[N+](=O)[O-])CC1
    1678 | 1486
- O=C(COC(=O)Cc1ccccc1F)Nc1cccc(F)c1
    1950 | 1311
- CCC(=O)Nc1cc(-c2cc3ccccc3oc2=O)ccc1OC
    1622 | 1627
- CCCNC(=O)Cn1c(-c2ccc(F)cc2)cc(C(=O)OCC)c1C
    1625 | 1530
- CC1(C(=O)NCC2CCCO2)Oc2cccnc2NC1=O (centres undefined)
    1661 | 1647
- CCC(C(=O)NC(C)CCc1ccco1)n1nc(C)n2c(cc3occc32)c1=O (centres undefined)
    1637 | 1833
- COc1ccc2nc(Nc3nc(CSc4ccc(C)cc4)cc(=O)[nH]3)nc(C)c2c1
    2046 | 1546
- O=c1oc2ccccc2cc1-c1csc(Nc2nc3ccc(F)cc3s2)n1
    1887 | 1767
- CCOC(=O)C1CCCN(C(=O)/C=C/c2ccc(Cl)cc2)C1 (centres undefined)
    2116 | 1569
- Cc1ccc(NC(=O)CSc2nc(C)c(Cc3ccccc3)c(=O)[nH]2)cc1C
    1683 | 1617
- O=C(O)CCC(=O)/C=C/c1ccccc1
    1927 | 1580
- CCOc1ccc(CC(=N)C2=C(O)CC(C)(C)CC2=O)cc1OCC
    1701 | 1375
- O=c1c(-c2ccccc2)coc2cc(O)ccc12
    1761 | 1323
- S=C(NCCCNC(=S)Nc1ccccc1)Nc1ccccc1
    1955 | 1817
- CCc1nc(Cl)c(C#N)c2c1CSC(C)(C)C2
    1843 | 1517
- O=C(/C=C/c1ccc(Br)o1)NC(c1ccccc1)c1ccccc1
    1734 | 1677
- CCc1n[nH]c(=S)n1/N=C/c1c(C)nn(-c2ccccc2)c1Cl
    1770 | 1711
- Cc1[nH]c(=O)[nH]c(=O)c1S(=O)(=O)NCCOC12CC3CC(CC(C3)C1)C2
    1949 | 1591
- Nc1nn(-c2cccc(F)n2)cc1-c1ccccc1
    2033 | 1720
- CC(=O)Nc1ccc2c(c1)ncn2-c1ccc(C)cc1
    1655 | 1465
- Cc1csc(SCC(=O)Nc2ccccc2[N+](=O)[O-])n1
    1643 | 1669
- COc1ccc(Cn2c(O)c(C=Nc3ccc(O)cc3)c3ccccc3c2=O)cc1
    1988 | 1620
- Clc1cccc(Cl)c1Cn1ccc(C2CC2)n1
    1585 | 1572
- O=c1c2cc(Cl)cc(Cl)c2nc2n1CCC2
    1893 | 1567
- Cc1cccc(-n2c(C)cc(/C=N\NC(=O)c3ccco3)c2C)c1
    1928 | 1574
- CCN(CC)S(=O)(=O)c1ccc2c(c1)nc(CCC(=O)Nc1ccc3c(c1)OCO3)n2CC
    1633 | 1628
- CCOc1ccc(N(CC(=O)Nc2cccnc2)S(C)(=O)=O)cc1
    1726 | 1531

# Other structures follow.
# Values run as follows: SRC1 TRFRET art | SRC3 TRFRET art
- Cc1cccc(NC(=O)CCCn2cc([N+](=O)[O-])cn2)n1
    1757 | 1544
- COc1ccc(N2C(=O)CC(NNC(=O)c3ccco3)C2=O)cc1 (centres undefined)
    2051 | 1594
- O=C(Cc1ccccc1[N+](=O)[O-])N1CCc2ccccc2C1
    1968 | 1769
- COc1cccc(N2CCN(C3CC(=O)N(c4cccc(Cl)c4)C3=O)CC2)c1 (centres undefined)
    1858 | 1758
- C=CCNC(=O)C1CCN(S(C)(=O)=O)CC1
    1527 | 1593
- CCCCCC(C)NC(=S)NC(=O)c1cc(S(=O)(=O)N2CCOCC2)ccc1C (centres undefined)
    1780 | 1629
- CCC(=O)NNc1nc2c(C)cc(C)cc2s1
    1712 | 1661
- O=C(COc1ccc(F)cc1)N1c2ccccc2CCc2ccccc21
    1596 | 1787
- CCOC(=O)c1ccc(NC(=O)NC2CC3CCC(C2)N3C(=S)NC)cc1 (centres undefined)
    1710 | 1384
- CNCc1c(C)nn(-c2ccccc2)c1C
    1647 | 1464
- C=CCSc1nnc(CNC(=O)c2ccccc2C)n1C(C)C
    1935 | 1592
- O=C(Nc1ccccc1)c1cc2ccccc2c(=O)s1
    1494 | 1495
- Nc1nc(Cn2nnc(-c3ccccc3F)n2)nc(N2CCOCC2)n1
    1912 | 1570
- CCN1C(=O)/C(=C/c2cnn(CC)c2C)SC1=S
    1846 | 1707
- COc1ccc(C(=O)Nc2ccc(N3CCCCC3)cc2)cc1Br
    1892 | 1542
- CC1(C(=O)NC(=S)N(CCC#N)Cc2cccnc2)CC1(Cl)Cl (centres undefined)
    1576 | 1437
- CS(=O)(=O)N1CCC(Oc2ccccc2C(=O)NCCCc2cccnc2)CC1
    2073 | 1617
- COc1ccc2c3c(cccc13)C(=O)N(O)C2=O
    1808 | 1644
- O=C(N/N=C/c1ccccc1Cl)c1[nH]c2ccc(Br)cc2c1-c1ccccc1
    1902 | 1750
- Cc1cccc(N(CC(=O)NC(C)(C)C)C(=O)CS(=O)CC(=O)Nc2ccc3c(c2)OCO3)c1 (centres undefined)
    1916 | 1480

# An excerpt; rates above refer to the full screens.
